High-throughput results from PubChem.
GPR35 arrestin U2OS: GPR35 antagonists blocking zaprinast-driven arrestin recruitment, primary screen, imaging, U2OS, beta-arrestin-GFP, zaprinast agonist (AID 2058); G-protein coupled receptor 35 (Homo sapiens); U2OS GPR35 beta-arrestin-GFP translocation imaging, zaprinast antagonism; higher % means a stronger effect; inhibition, % at 10 µM, or IC50 in µM where a hit was titrated; 290,000 compounds, 0.052% hits;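 active means inhibition of at least 50% with at least 30 cells and total cytoplasm GFP at most 10,000,000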
AID2073: inhibitors of Mint1-CaV2.2 protein interaction, biochemical, HTRF (AID 2073); one-dose inhibition, % at 20 µM; IC50 in µM for titrated hits; HTRF protein-protein interaction, Mint1-CaV2.2; higher % means a stronger effect; 290,000 compounds, 0.19% hits; Voltage-dependent N-type calcium channel subunit alpha-1B (Homo sapiens); in the data active means inhibition mostly above about 51%, no sharp cut-off; further: some results filed as inactive read as strong as hits
HIV fusion peptide: inhibitors of HIV fusion peptide binding, primary screen, biochemical, uHTS, fluorescence dequenching (AID 1986). 290,000 compounds, 0.3% hits. inhibition, % at 20 µM; hits with a dose series show IC50 in µM. cell-free peptide binding, fluorescence dequenching, 30 min; higher % means a stronger effect; in the data active means inhibition mostly above about 52%, no sharp cut-off; inactive means mostly below about 76%; further: some results filed as inactive read as strong as hits
Siah-1 displacement: Siah-1 peptide-binding antagonists, primary screen, biochemical, fluorescence polarization, rhodamine-plectin, uHTS (AID 1817). E3 ubiquitin-protein ligase SIAH1 (Homo sapiens). Siah-1 / rhodamine-plectin peptide fluorescence polarization; higher % means a stronger effect. displacement, % at 20 µM; hits with a dose series show IC50 in µM. 290,000 compounds, 0.02% hits;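 active means displacement of at least 50% at 20 µM, with a fluorescence ratio check between 0.3 and a set limit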;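 further: plate controls were Siah plus tracer with DMSO for no effect and tracer alone without Siah for full effect; strong numbers were not always called active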
NS5 inhibitors: Dengue-2 NS5 methyltransferase inhibitors, primary screen, biochemical, confirmation dose response (AID 588689). Genome polyprotein (Dengue virus type 2 (strain 16681-PDK53)). Dengue-2 NS5 methyltransferase capping enzyme assay, biochemical; higher % means a stronger effect. inhibition, % at 25 µM, or IC50 in µM where a hit was titrated. 340,000 compounds, 0.3% hits; in the data active means a potency from the dose series
NTR1 agonist: agonists of NTR1, primary screen, imaging, U2OS cells, beta-arrestin-GFP, high content (AID 493036). activation, % at 20 µM. NTR1-U2OS beta-arrestin-GFP spot imaging, agonist mode. 330,000 compounds, 0.17% hits;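 active means activation at or above 40% of the spot to cytoplasm intensity ratio, with at least 20 cells analyzed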;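 further: 0% = DMSO without peptide and 100% = 100 nM NTR1 peptide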
Target sequence (P30989 whole entry, looked up): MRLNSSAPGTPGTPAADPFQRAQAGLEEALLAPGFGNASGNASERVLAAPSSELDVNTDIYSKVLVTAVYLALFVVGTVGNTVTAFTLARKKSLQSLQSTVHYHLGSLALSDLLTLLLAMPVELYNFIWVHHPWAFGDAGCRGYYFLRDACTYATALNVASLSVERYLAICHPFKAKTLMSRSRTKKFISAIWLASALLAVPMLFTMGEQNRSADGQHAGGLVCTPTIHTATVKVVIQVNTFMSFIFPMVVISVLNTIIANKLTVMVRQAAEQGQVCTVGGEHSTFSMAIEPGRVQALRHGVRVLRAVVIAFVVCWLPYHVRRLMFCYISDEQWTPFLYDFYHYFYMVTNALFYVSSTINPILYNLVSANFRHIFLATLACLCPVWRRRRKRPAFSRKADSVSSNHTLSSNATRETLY
K1F lysis inhibition: inhibition of K1F phage lysis, E. coli UTI89, bacterial capsule biogenesis inhibitors, alamar blue (AID 488966) | inhibition, % at 100 µM, or IC50 in µM where a hit was titrated | 340,000 compounds, 0.02% hits | E. coli UTI89 K1F phage lysis, alamar blue, 2 h; higher % means a stronger effect;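 active means phage lysis inhibition, versus mean bacterial control, above a set limit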;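 further: capsule biogenesis inhibitors block K1F phage lysis so surviving cells raise fluorescence; higher fluorescence means more inhibition of phage lysis; actives were called in the ten point dose series up to 300 µM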
GPR55 antagonists: GPR55 antagonists blocking LPI-driven arrestin recruitment, primary screen, imaging, U2OS, beta-arrestin-GFP, LPI agonist (AID 2013) | one-dose inhibition, % at 10 µM; IC50 in µM for titrated hits | 290,000 compounds, 0.13% hits | U2OS GPR55 beta-arrestin-GFP translocation imaging, LPI antagonism; higher % means a stronger effect | G-protein coupled receptor 55 (Homo sapiens);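 active means spots per cell inhibited over 60%, with over 100 cells counted and total cytoplasm intensity under 500,000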;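 further: U2OS cells stably carrying GPR55 and arrestin-GFP stimulated by 5 µM LPI near EC80; imaged beta-arrestin-GFP aggregate spots per cell after agonist stimulation; plate controls were LPI-stimulated DMSO wells for no effect and DMSO wells without LPI for full effect; some results filed as inactive read as strong as hits; confirmed hits need IC50 under 10 µM and bright autofluorescent wells are also inconclusive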
GPR55 beta-arrestin: GPR55 agonists via beta-arrestin recruitment, primary screen, imaging, U2OS cells, beta-arrestin-GFP redistribution (AID 1961) | G-protein coupled receptor 55 (Homo sapiens) | U2OS GPR55 beta-arrestin-GFP redistribution imaging; higher % means a stronger effect | activation, % at 10 µM, or EC50 in µM where a hit was titrated | 290,000 compounds, 0.048% hits;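 active means activation above 40% with more than 50 cells counted in the well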;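 further: U2OS osteosarcoma cells stably expressing GPR55 and beta-arrestin-GFP; plate controls were DMSO negative control for no effect and LPI positive control for full effect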
NTR1 agonist cell count 20 µM: further read-out of NTR1 agonist, marked with its call; cell count; measured here: cell count, cytotoxicity flag
NS5 inhibitors pilot replicate: recorded beside NS5 inhibitors, whose call it bears; inhibition, %; measured here: pilot screen replicate inhibition
* marks the source's active call; other numbers are inactive results; x = no result given; [ ] = dose if it differs, or a comment.

SMILES	GPR35 arrestin U2OS	AID2073	HIV fusion peptide	Siah-1 displacement	NS5 inhibitors	NTR1 agonist	NTR1 agonist cell count 20 µM	K1F lysis inhibition	GPR55 antagonists	GPR55 beta-arrestin	others
O=C(O)COc1ccc(/C=N/Nc2nc(Nc3ccccc3)nc(N3CCCCC3)n2)cc1	5%	-1%	19%	1%	6%	13	9	0.0%	-2%	-0.7%
Cc1ccccc1C(=O)N1CCC(C(=O)NC(C)c2ccc(-n3ccnc3)cc2)CC1 (stereo unspecified)	-6%	11%	-1.1%	10%	5%	1.1	59	0.2%	15%	-0.1%
CCOC(=O)C1(CCc2ccccc2)CCN(C(=O)CCc2cnccn2)CC1	-4%	19%	-0.1%	-3%	-9%	0.4	54	0.1%	11%	-0.1%
O=C1NCC(NC(=O)C(F)(F)F)c2cc3c(cc21)OCO3 (stereo unspecified)	18%	4%	-1.9%	4%	4%	2.8	51	0.0%	-6%	-0.5%
COC(=O)C1=C(C)n2cnnc2NC1c1ccc(Cl)cc1 (stereo unspecified)	-18%	5%	-0.6%	0%	-4%	0.9	49	0.9%	13%	0.2%
CCCC(=O)Nc1ccc2c(c1)nc(CCN1CCCCC1)n2C	1%	14%	1.1%	0%	9%	0.6	49	-0.6%	14%	0.0%
O=C(c1cnc2sccn2c1=O)N1CCCc2ccccc21	-12%	-1%	4.3%	2%	2%	-0.4	75	1.3%	8%	-0.1%
COc1ccccc1C(N)=S	-4%	-6%	-1.3%	1%	1%	-1.6	64	1.8%[50 µM]	2%	0.1%
COc1ccc(/C=C2\CCCC(C(=O)C(F)(F)F)=C2O)cc1OC	-4%	-8%	0.6%	-4%	x	1.7	25	x	-13%	0.1%
COc1ccc2oc(=O)c(-c3csc(Nc4cccc(O)c4)n3)cc2c1	-32%	54%	37%	-7%	-3%	8.9	51	3.8%	13%	0.0%

Taken from the entries so far for reference:
SMILES	GPR35 arrestin U2OS	AID2073	HIV fusion peptide	Siah-1 displacement	NS5 inhibitors	NTR1 agonist	NTR1 agonist cell count 20 µM	K1F lysis inhibition	GPR55 antagonists	GPR55 beta-arrestin	others
O=C1NCC(NC(=O)C(F)(F)F)c2cc3c(cc21)OCO3 (stereo unspecified)	18%	4%	-1.9%	4%	4%	2.8	51	0.0%	-6%	-0.5%
COC(=O)C1=C(C)n2cnnc2NC1c1ccc(Cl)cc1 (stereo unspecified)	-18%	5%	-0.6%	0%	-4%	0.9	49	0.9%	13%	0.2%

(next part)
SMILES	GPR35 arrestin U2OS	AID2073	HIV fusion peptide	Siah-1 displacement	NS5 inhibitors	NTR1 agonist	NTR1 agonist cell count 20 µM	K1F lysis inhibition	GPR55 antagonists	GPR55 beta-arrestin	others
CCOc1ccccc1OCCCC(=O)NC1CCCc2ccccc21 (stereo unspecified)	-8%	1%	0.6%	-4%	-10%	-1.1	63	-0.9%[50 µM]	-1%	-0.2%
CCCCCCCCCCC[N+](C)(C)CC/C=C1/c2ccccc2Sc2ccc(Cl)cc21	3%	33%	20%	-2%	-14%	19	88	-0.5%	18%	-0.1%
N#CCSc1n[nH]c2nc3c(c(=O)n12)C1(CCCC1)Cc1ccccc1-3	-1%	10%	-1.1%	-3%	16%	0.8	45	0.7%	4%	0.3%
O=C(CN1CCN(S(=O)(=O)N2CCCCCC2)CC1)Nc1ccc(F)cc1	9%	6%	-1.1%	-4%	1%	-0.5	63	0.1%	-1%	0.4%
O=S(=O)(N/N=C\c1ccccc1O)c1ccc(Cl)cc1	3%	12%	0.9%	-13%	-5%	0.4	68	1.2%[50 µM]	2%	-0.1%
CCc1ccc2[nH]c(=O)c(CN(Cc3ccc(F)cc3)C(c3nnnn3CCN3CCOCC3)C(C)C)cc2c1 (stereo unspecified)	3%	11%	2.4%	-1%	-3%	7.4	64	0.8%	-6%	0.0%
Cc1ccc(S(=O)(=O)NC(CN2CCOCC2)=NCCNS(=O)(=O)c2ccccc2)cc1	-5%	-1%	2.0%	0%	4%	-2.6	86	1.4%	-9%	-0.2%	NS5 inhibitors pilot replicate=-2.1
COc1cccc(CNCCO)c1OCc1ccc(Cl)cc1	8%	-17%	3.4%	9%	-12%	2.2	69	-0.2%	11%	0.8%
CC(=O)OCC1=C(C(=O)O)N2C(=O)C(NC(=O)c3ccc(COc4c(C)cccc4Cl)o3)C2SC1 (stereo unspecified)	-1%	39%	39%	35%	40%	-0.2	44	0.6%	-15%	-0.4%
O=C(CN(c1ccccc1F)S(=O)(=O)c1ccccc1)NC1CCCCCC1	-15%	-7%	-3.1%	4%	5%	5.6	73	-0.6%	-9%	0.3%
N#CC1=C(N)C2=CCCC[C@H]2[C@H](c2ccccc2)C1(C#N)C#N	0%	0%	14%	-1%	1%	2.2	57	-1.4%	6%	-0.4%
Cc1cc(SCC(=O)Nc2ccccc2)n2ncc(-c3ccccc3)c2n1	-7%	6%	1.2%	-1%	-3%	8.3	54	0.0%	-6%	0.0%
COCC(=O)Nc1ccc(C)c(Cl)c1	2%	-2%	-1.3%	-2%	0%	-0.8	90	-0.3%	-4%	-0.1%
O=c1nc2ccccc2c2n1CC(CN1CCN(c3ccc(F)cc3)CC1)N2 (stereo unspecified)	12%	2%	-0.7%	0%	-5%	0.8	50	0.7%	15%	0.4%
COC(=O)c1cc2ccsc2n1Cc1cc(=O)n2ccccc2n1	17%	-10%	-2.2%	-6%	5%	-0.7	53	6.5%	-4%	0.1%
CCN(CC(=O)Nc1ccccc1OC)CC(=O)Nc1ccccc1-c1ccccc1	-6%	-17%	1.2%	2%	1%	0.9	69	0.0%	-20%	0.5%
COc1cccc(CN2C(=O)Nc3ccccc3C(=O)N2C(C)(C)C)c1	11%	-2%	0.3%	-2%	4%	-0.1	107	-0.1%	-3%	0.2%
O=C(NCCn1cc(SCc2ccccc2)c2ccccc21)c1c(F)cccc1F	7%	9%	1.3%	1%	3%	5.4	70	0.2%	-3%	0.1%
CC(=O)Nc1ccc(S(=O)(=O)NCCOc2ccc(Cl)cc2C)cc1	4%	4%	0.9%	0%	x	0.4	33	x	-4%	-0.3%
O=C(NCc1ccco1)c1nn2c(C(F)(F)F)cc(-c3cccs3)nc2c1Br	-8%	3%	15%	-9%	38%	4.0	31	-0.2%	7%	x
CC(C)N(C)Cc1nnnn1CC(=O)NCCc1cccc(C(F)(F)F)c1	7%	3%	0.5%	7%	-6%	-0.1	56	-0.7%	-5%	-0.3%
CCCCCCCN=C(C)c1ccccc1O	-3%	-2%	-1.1%	10%	0%	-1.5	41	-0.2%	13%	0.1%
COc1cc(-c2nc(-c3ccc4c(c3)-c3ccccc3S4(=O)=O)c(-c3ccccc3)[nH]2)cc(OC)c1OC	-10%	48%	-1.3%	-1%	4%	0.7	43	-0.3%	3%	-0.1%
CCC(=O)NCCCCCCNC(=O)CC	7%	-11%	-0.5%	2%	-3%	0.7	39	0.0%	5%	0.0%
COc1ccc2nc(NNC(=O)COc3ccccc3)sc2c1	-5%	-9%	-2.9%	-4%	-8%	-0.7	49	-0.2%	-3%	0.2%
Cc1ccc(NC(=O)Cn2cc(S(=O)(=O)c3ccccc3)c(=O)c3cc(F)ccc32)cc1	-6%	4%	1.4%	22%	-3%	1.6	56	-1.6%	4%	-0.3%
O=C(CS(=O)(=O)c1ccccc1)c1cc2ccccc2oc1=O	2%	-3%	-0.7%	6%	27%	2.9	59	5.7%	14%	-0.2%
Cc1ccc2nc(N3CCN(C)CC3)c(C#N)cc2c1	7%	4%	-1.3%	-1%	-12%	-0.2	58	0.0%	10%	0.3%
Cc1cc(C)c(NC(=O)COC(=O)/C=C/c2cccs2)c(C)c1	-4%	1%	1.6%	0%	-4%	0.1	58	1.9%	4%	-0.2%
COc1ccc(OC)c(C2C(C(C)=O)=C(O)C(=O)N2CCc2ccc(OC)c(OC)c2)c1 (stereo unspecified)	-12%	21%	7.5%	7%	-8%	-4.8	49	3.2%	2%	1.4%
COc1ccc(CNC(=O)CSc2n[nH]c(C)c2[N+](=O)[O-])cc1	4%	3%	-0.1%	3%	2%	-2.1	81	1.3%[50 µM]	-1%	-0.3%
CCc1cn([C@H]2C[C@H](O)[C@@H](CO)O2)c(=O)[nH]c1=O	-7%	12%	-0.3%	0%	2%	-1.7	66	-1.7%	9%	-0.2%
CCCOc1cccc(C(=O)O)c1	-6%	-5%	-0.4%	-2%	12%	0.3	86	3.6%	-5%	0.0%
CC1=C(Sc2ccccn2)C(=O)NC(C)(C)C1	4%	8%	-1.9%	-6%	2%	-0.5	89	0.5%	-1%	0.2%
C/C(=N\NC(=S)NC1CCCCC1)c1ccc(C#N)cc1	-16%	2%	1.0%	19%	-8%	-0.4	74	0.7%[50 µM]	1%	-0.2%
CCOc1ccccc1NC(=S)N(CCCN1CCOCC1)Cc1cn(C)c2ccccc12	7%	-20%	-1.9%	-1%	-13%	0.6	73	0.7%[50 µM]	6%	0.5%
COc1ccccc1N/N=C/c1c(CO)cnc(C)c1O	-10%	-12%	0.6%	4%	-2%	1.7	58	3.7%	-1%	0.1%
Cc1ccc(S(=O)(=O)Oc2ccc(/C=N/NC(=O)c3ccncc3)cc2)cc1	4%	12%	-1.7%	-2%	2%	1.1	84	0.1%	9%	-0.1%
Cc1[nH]c(C)c(S(=O)(=O)Nc2ccccc2Cl)c1C(=O)N1CCCC1	8%	7%	-1.0%	-6%	18%	0.8	51	0.4%	-3%	-0.1%
CCN(CC)CCCNc1oc(-c2ccc(OC)c(OC)c2)nc1C#N	12%	15%	-0.7%	-4%	-9%	-0.4	59	0.0%	0%	-0.2%
CC(C)OC(=O)CSc1nc(Cc2cccs2)nc2ccccc12	1%	4%	-0.9%	1%	-4%	3.2	86	-0.1%	-4%	0.0%
Cc1cc(C)cc(N(CC(=O)N2CCOCC2)S(=O)(=O)c2ccccc2)c1	-14%	-4%	1.4%	3%	-14%	0.6	45	0.1%	5%	0.1%
O=C(Nc1cccc(C(F)(F)F)c1)C1CCCN1S(=O)(=O)c1cccc2cccnc12 (stereo unspecified)	4%	-3%	0.3%	-1%	-6%	0.9	49	7.6%	42%	0.2%
COc1ccc(NC(=O)CN(C)S(=O)(=O)c2ccc3c(c2)CC(C)N3C(C)=O)cc1OC (stereo unspecified)	-3%	-4%	-0.5%	1%	-3%	-0.5	52	0.0%	-7%	0.0%
CC(=O)c1ccc2cccc3c2c1N=CN3C	1%	11%	-1.2%	-3%	8%	-0.7	41	0.5%	15%	-0.3%
